Screening results as filed in PubChem BioAssay.
5HT1E antag – blocks the human 5-HT1E serotonin receptor. P28566. CHO 5-HT1E Ga15 NFAT-bla reporter, FRET, antagonist. inhibition, % at 6 µM. 65,000 compounds, 0.99% hits. AID 571;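 active = inhibition above a set limit, the mean inhibition across every tested compound plus 3 SD, cut at about 29% in these data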;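 also: signal is the 460 over 535 nm emission ratio of beta-lactamase substrate; 0% = agonist plus DMSO wells and 100% = wells without agonist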
Target sequence (P28566 whole entry, looked up): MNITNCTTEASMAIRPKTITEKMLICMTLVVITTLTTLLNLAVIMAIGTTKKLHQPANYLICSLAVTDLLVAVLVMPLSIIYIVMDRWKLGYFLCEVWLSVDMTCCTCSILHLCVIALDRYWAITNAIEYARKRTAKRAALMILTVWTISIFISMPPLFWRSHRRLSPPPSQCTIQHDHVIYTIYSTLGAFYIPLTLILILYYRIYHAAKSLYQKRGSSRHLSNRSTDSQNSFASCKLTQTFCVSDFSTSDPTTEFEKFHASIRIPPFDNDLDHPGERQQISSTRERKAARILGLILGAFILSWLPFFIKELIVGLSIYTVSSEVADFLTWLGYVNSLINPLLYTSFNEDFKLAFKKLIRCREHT
S1P3 ag – activates the human S1P3 receptor; Q99500; S1P3 NFAT-BLA reporter cells, agonism, FRET ratio; relative to 1 µM S1P, basal subtracted; activation, % at 4.5 µM; 60,000 compounds, 0.1% hits;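 active = activation above the screen-wide mean plus 3 SD, cut at about 4.5% in these data, passing the limit was not always enough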; also: some compounds called inactive have numbers as strong as hits
Target sequence (Q99500 whole entry, looked up): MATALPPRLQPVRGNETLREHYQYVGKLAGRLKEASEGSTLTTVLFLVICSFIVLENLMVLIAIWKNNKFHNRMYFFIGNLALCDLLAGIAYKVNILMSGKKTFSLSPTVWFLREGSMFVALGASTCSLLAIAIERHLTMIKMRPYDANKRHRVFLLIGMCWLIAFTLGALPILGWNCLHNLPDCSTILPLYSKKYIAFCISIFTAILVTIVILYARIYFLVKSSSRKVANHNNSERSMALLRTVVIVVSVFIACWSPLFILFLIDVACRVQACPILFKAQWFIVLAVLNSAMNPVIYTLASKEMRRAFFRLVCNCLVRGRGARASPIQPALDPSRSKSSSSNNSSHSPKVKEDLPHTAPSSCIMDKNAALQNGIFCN
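Assay system: CHO cells stably expressing human S1P3, Gα16 and NFAT-β-lactamase reporter. Timing: overnight plating, 4 h compound 37 °C, 2 h substrate RT. Signal: β-lactamase FRET emission ratio 460/535 nm. Measure: percent activation versus median 1 µM S1P response, basal-subtracted, per plate. Repeats: primary screen single test, confirmation screen in triplicate.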
Fluor 339 460 – intrinsic fluorescence of library compounds, ex339/em460 – biochemical, MLSMR library, data from DPM-DC assay, artefact control, profiling panel | compound autofluorescence, ex339/em460 nm, NADH buffer; hits give high values; 1 = no-compound wells, NADH background | fluorescence fold increase at 10 µM | 65,000 compounds, 5.5% hits;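 active = at 10 µM, mean starting fluorescence two-fold or more over control wells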;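 also: signal is the first read of a kinetic run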
5HT1a antag – antagonists of human 5-HT1a serotonin receptor. CHO 5-HT1a Ga15 NFAT-bla reporter, antagonist mode. 62,000 compounds, 0.68% hits. inhibition, % at 10 µM. P08908;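 active = inhibition above the mean of all tested compounds plus 3 SD, cut at about 43% in these data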;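 also: receptor stimulated by 5-CT agonist at 100 nM near EC80; beta-lactamase reporter measured by ratiometric fluorescence of a cleavable substrate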
HTR1E agonist – activates the human 5-HT1E serotonin receptor; P28566; CHO 5-HT1E Ga15 NFAT-bla reporter, FRET; 0% DMSO wells, 100% control agonist wells; activation, % at 6 µM; 65,000 compounds, 0.69% hits; AID 574;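 active = activation above a set limit, the screen-wide mean activation plus 3 SD, cut at about 8.5% in these data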;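 also: 100% = positive control agonist at 1 µM giving full maximal response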
S1P1 ag-PAM – S1P1 (human) agonism or agonism potentiation. AID 449. 56,000 compounds, 0.57% hits. S1P1 CRE-bla cells, forskolin, beta-lactamase FRET, potentiator mode; S1P1 agonist co-added at EC20, 2 nM; 100% = saturating reference agonist, 0% = basal. activation, % at 9.5 µM;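 active = activation above a cutoff set at the mean activation of all tested compounds plus 3 SD, cut at about 54% in these data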;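 also: forskolin at 4 µM as EC80 and the EC20 agonist is SEW2871; 100% = SEW2871 at its EC100 plus forskolin at EC80; some compounds past the cut are filed as inactive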
MMP-13 inhibitor – MMP13 (human) collagenase inhibition. MMP-13 fTHP FRET cleavage, Mca fluorescence. inhibition, % at 4 µM. 65,000 compounds, 0.07% hits;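 active = inhibition above the mean of compound-free control plate wells plus 3 SD, cut at about 14% in these data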;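 also: 0% = DMSO wells and 100% = wells with reference MMP-13 inhibitor after basal subtraction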
Her2 expr inh – lowers expression of human Her2 kinase; HER2 level % of control, % at 10 µM; P04626; AID 645; SKBR-3 HER2 protein level, AlphaScreen, 18-24 h; hits give low values; 65,000 compounds, 0.69% hits;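 active = HER2 level under 5% of the carrier-only control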;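 also: 100% = DMSO carrier and 0% = 500 nM PU-H71 HSP90 inhibitor; lower value means stronger loss of Her2 protein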
Abs 340nm – absorbance at 340 nm | compound absorbance at 340 nm, fold over control | 65,000 tested, under 10 active | fold change at 10 µM;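 active = at 10 µM dose, initial 340 nm absorbance at least 2 fold that of control wells; inactive = change under 2 fold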;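 also: initial absorbance extrapolated from kinetic A340 decline of NADH oxidation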
Numbers without * were called inactive.

Screening O=C(NCCC1=CCCCC1)c1cc2c(s1)CS(=O)(=O)C2 returned 5HT1E antag 6, S1P3 ag 0.3, Fluor 339 460 1, 5HT1a antag -3, HTR1E agonist -0.3, S1P1 ag-PAM 7, MMP-13 inhibitor -9, Her2 expr inh 99 and Abs 340nm 0.99.
`CCN1CCN(Cc2c(OC)ccc3ccccc23)CC1` gave 5HT1E antag 1, S1P3 ag -0.5, Fluor 339 460 1.1, 5HT1a antag 3, HTR1E agonist 1.2, MMP-13 inhibitor 0, Her2 expr inh 137 and Abs 340nm 1.1.
`C=CCNC(=O)CN(c1cccc(Br)c1)S(C)(=O)=O` gave 5HT1E antag 0, S1P3 ag -2.3, Fluor 339 460 1.1, 5HT1a antag -2, HTR1E agonist -0.1, S1P1 ag-PAM 6, MMP-13 inhibitor 2, Her2 expr inh 97 and Abs 340nm 1.
`CCOC(=O)c1ccc(NC(=O)CSc2nnc(-c3cccs3)n2CC)cc1` gave 5HT1E antag -3, S1P3 ag -0.7, Fluor 339 460 1, 5HT1a antag -8, HTR1E agonist 0.4, MMP-13 inhibitor 6, Her2 expr inh 89 and Abs 340nm 1.
For COc1ccccc1C1(CC(=O)O)CCOC(C)(C)C1 (configuration not stated) the results were 5HT1E antag -2, S1P3 ag -1.0, Fluor 339 460 1.1, 5HT1a antag -1, HTR1E agonist -0.6, MMP-13 inhibitor 4, Her2 expr inh 87 and Abs 340nm 1.1.
`O=C(Nc1ccc2nc(-c3ccco3)c(-c3ccco3)nc2c1)N1CCCCCC1` gave 5HT1E antag 0, S1P3 ag -0.7, Fluor 339 460 2.7*, 5HT1a antag 0, HTR1E agonist 0.4, S1P1 ag-PAM 5, MMP-13 inhibitor 2, Her2 expr inh 103 and Abs 340nm 1.1.
c1nc(N2CCCCCC2)c2[nH]cnc2n1 was read as 5HT1E antag 9, S1P3 ag 0.2, Fluor 339 460 1, 5HT1a antag 15, HTR1E agonist 0.9, S1P1 ag-PAM -6, MMP-13 inhibitor 2, Her2 expr inh 101 and Abs 340nm 1.1.
For CCOC(=O)c1[nH]c(C)c(C(=O)OCc2c(C)noc2C)c1C the results were 5HT1E antag 5, S1P3 ag 0.9, Fluor 339 460 1.1, 5HT1a antag -1, HTR1E agonist -0.9, S1P1 ag-PAM -11, MMP-13 inhibitor 0, Her2 expr inh 114 and Abs 340nm 1.
For Cc1ccccc1-n1c(SCC(=O)NCc2cccs2)nnc1-c1ccncc1 the results were 5HT1E antag -7, S1P3 ag 0.9, Fluor 339 460 1.1, 5HT1a antag 1, HTR1E agonist 0.4, S1P1 ag-PAM 6, MMP-13 inhibitor -2, Her2 expr inh 108 and Abs 340nm 1.
Screening Cc1[nH]c(C(=O)N2CCCCC2)c(C)c1C(=O)NC1CCCCC1 returned 5HT1E antag 4, S1P3 ag -1.1, Fluor 339 460 1.1, 5HT1a antag 3, HTR1E agonist -0.9, S1P1 ag-PAM 1, MMP-13 inhibitor -1, Her2 expr inh 100 and Abs 340nm 0.98.
Screening Cc1ccc(C)c(SCC(=O)Nc2nnc(-c3ccccc3)o2)c1 returned 5HT1E antag -3, S1P3 ag -0.1, Fluor 339 460 1, 5HT1a antag 11, HTR1E agonist 0.1, S1P1 ag-PAM 9, MMP-13 inhibitor 2, Her2 expr inh 105 and Abs 340nm 0.99.
`COc1cc(NC(=O)C2CCCN(S(=O)(=O)c3cnc[nH]3)C2)cc(OC)c1` (configuration not stated) gave 5HT1E antag 4, S1P3 ag -0.3, Fluor 339 460 1, 5HT1a antag 9, HTR1E agonist -0.3, S1P1 ag-PAM -15, MMP-13 inhibitor -4, Her2 expr inh 70 and Abs 340nm 1.
Screening Cc1c(OCC(=O)OC(C)C)ccc2c3c(c(=O)oc12)CCC3 returned 5HT1E antag 13, S1P3 ag 0.1, Fluor 339 460 1.8, 5HT1a antag -2, HTR1E agonist 1.5, S1P1 ag-PAM -8, MMP-13 inhibitor -23, Her2 expr inh 92 and Abs 340nm 1.1.
O=C1CN(C(=O)COC(=O)COc2ccc3c(c2)CCC3)c2ccccc2N1 was read as 5HT1E antag -6, S1P3 ag 0.3, Fluor 339 460 1, 5HT1a antag -5, HTR1E agonist 0.8, S1P1 ag-PAM -6, MMP-13 inhibitor -8, Her2 expr inh 100 and Abs 340nm 1.
Screening CCN1C(=O)c2n[nH]c(C(=O)OC)c2C1=O returned 5HT1E antag 4, S1P3 ag 0.0, Fluor 339 460 1.2, 5HT1a antag -2, HTR1E agonist -0.6, S1P1 ag-PAM 14, MMP-13 inhibitor 3, Her2 expr inh 64 and Abs 340nm 1.1.
For COc1ccc(-c2nnc3ccc(SCC(=O)N4CCCCC4)nn23)cc1OC the results were 5HT1E antag -8, S1P3 ag -0.4, Fluor 339 460 0.96, 5HT1a antag -23, HTR1E agonist 1.1, S1P1 ag-PAM -26, MMP-13 inhibitor -14, Her2 expr inh 112 and Abs 340nm 1.
Screening O=C(Cn1cnc2c(cnn2-c2ccccc2)c1=O)N1CCN(c2ccc(F)cc2)CC1 returned 5HT1E antag -5, S1P3 ag -0.5, Fluor 339 460 1.1, 5HT1a antag -9, HTR1E agonist 0.3, S1P1 ag-PAM 5, MMP-13 inhibitor -1, Her2 expr inh 107 and Abs 340nm 1.
`O=C(CCn1c(=O)[nH]c2ccsc2c1=O)N1CCN(c2cccc(Cl)c2)CC1` gave 5HT1E antag 9, Fluor 339 460 1.1, 5HT1a antag 5, HTR1E agonist -1.4, MMP-13 inhibitor 0, Her2 expr inh 82 and Abs 340nm 1.1.
COc1ccc(-c2nc(CS(=O)CC(=O)NCCC3=CCCCC3)c(C)o2)cc1 (configuration not stated) was read as 5HT1E antag 20, S1P3 ag -1.1, Fluor 339 460 1, 5HT1a antag 7, HTR1E agonist 0.6, S1P1 ag-PAM -2, MMP-13 inhibitor 3, Her2 expr inh 102 and Abs 340nm 1.
For COc1ccc(C(C)=O)cc1COC(=O)c1c(C)noc1C the results were 5HT1E antag 1, S1P3 ag -1.0, Fluor 339 460 1.1, 5HT1a antag -5, HTR1E agonist 0.2, S1P1 ag-PAM -8, MMP-13 inhibitor 0, Her2 expr inh 61 and Abs 340nm 1.
For N#Cc1c(N)n[nH]c1-c1cc2c([nH]1)CCCC2 the results were 5HT1E antag 1, Fluor 339 460 1.1, 5HT1a antag 4, HTR1E agonist 0.5, MMP-13 inhibitor 5, Her2 expr inh 100 and Abs 340nm 1.1.
For Cc1cccc(C)c1NC(=O)CSc1nnc(-c2ccco2)n1N the results were 5HT1E antag 6, S1P3 ag -1.6, Fluor 339 460 1.2, 5HT1a antag 10, HTR1E agonist 0.3, S1P1 ag-PAM 18, MMP-13 inhibitor 8, Her2 expr inh 85 and Abs 340nm 1.
For COc1ccc(CCn2c(C)cc(C(=O)CSc3nnnn3-c3ccccc3)c2C)cc1OC the results were 5HT1E antag 0, S1P3 ag -0.7, Fluor 339 460 1.2, 5HT1a antag -1, HTR1E agonist -0.7, S1P1 ag-PAM 31, MMP-13 inhibitor -3, Her2 expr inh 50 and Abs 340nm 1.
For O=C(NCCc1ccccc1)c1ccccc1NS(=O)(=O)N1CCCC1 the results were 5HT1E antag 5, S1P3 ag -0.8, Fluor 339 460 3.4*, 5HT1a antag 8, HTR1E agonist 0.3, MMP-13 inhibitor -9, Her2 expr inh 74 and Abs 340nm 1.
CC(C)=CCCC(C)CN1CCC(O)CC1 (configuration not stated) was read as 5HT1E antag -1, S1P3 ag -0.9, Fluor 339 460 1.1, 5HT1a antag -4, HTR1E agonist -0.2, S1P1 ag-PAM -14, MMP-13 inhibitor 4, Her2 expr inh 58 and Abs 340nm 1.1.
COc1cccc(CNC(=O)C2CCN(S(=O)(=O)c3c(C)nn(C)c3C)CC2)c1 was read as 5HT1E antag -6, S1P3 ag -0.6, Fluor 339 460 1.1, 5HT1a antag -9, HTR1E agonist 0.1, S1P1 ag-PAM -7, MMP-13 inhibitor 5, Her2 expr inh 87 and Abs 340nm 1.
For CC(=O)c1cn(CC(=O)NCC2CCCO2)c2ccccc12 (configuration not stated) the results were 5HT1E antag -4, S1P3 ag -1.1, Fluor 339 460 1.1, 5HT1a antag 6, HTR1E agonist -1.1, S1P1 ag-PAM -8, MMP-13 inhibitor 3, Her2 expr inh 61 and Abs 340nm 1.
Screening O=C(c1ccccc1)N1CCN(C2CC3CCC2C3)CC1 (configuration not stated) returned 5HT1E antag -1, S1P3 ag -0.8, Fluor 339 460 1.1, 5HT1a antag 4, HTR1E agonist 0.1, S1P1 ag-PAM -16, MMP-13 inhibitor 10, Her2 expr inh 87 and Abs 340nm 1.
Cn1c(=O)oc2cc(S(=O)(=O)Nc3cccc(F)c3)ccc21 was read as 5HT1E antag 2, S1P3 ag -1.2, Fluor 339 460 1.1, 5HT1a antag 11, HTR1E agonist -1.0, S1P1 ag-PAM -1, MMP-13 inhibitor 3, Her2 expr inh 107 and Abs 340nm 1.1.
O=C(Nc1ccccc1C(F)(F)F)N1CCCC(O)C1 (configuration not stated) was read as 5HT1E antag 5, S1P3 ag 0.5, Fluor 339 460 1.1, 5HT1a antag -2, HTR1E agonist -0.3, S1P1 ag-PAM -11, MMP-13 inhibitor -7, Her2 expr inh 87 and Abs 340nm 1.
`CCOc1ccc(C(=O)Nc2cc(C)c3c(=O)oc4ccccc4c3n2)cc1` gave 5HT1E antag 0, S1P3 ag -0.9, Fluor 339 460 1.4, 5HT1a antag -1, HTR1E agonist -0.1, S1P1 ag-PAM 18, MMP-13 inhibitor -4, Her2 expr inh 32 and Abs 340nm 1.2.
For Cn1nnnc1SCc1cc(=O)[nH]c2ccccc12 the results were 5HT1E antag -9, S1P3 ag -0.3, Fluor 339 460 1.1, 5HT1a antag -11, HTR1E agonist -0.5, S1P1 ag-PAM 1, MMP-13 inhibitor -3, Her2 expr inh 112 and Abs 340nm 1.
For O=C(Nc1ccc(SC(F)F)cc1)C1=COCCO1 the results were 5HT1E antag -5, Fluor 339 460 1.1, 5HT1a antag 4, HTR1E agonist 0.1, MMP-13 inhibitor 1, Her2 expr inh 83 and Abs 340nm 1.
`Cc1ccc(NC(=O)Cn2cc3c(n2)CCC(C)C3)cc1` (configuration not stated) gave 5HT1E antag -8, S1P3 ag -0.2, Fluor 339 460 1.1, 5HT1a antag -19, HTR1E agonist 0.0, S1P1 ag-PAM -36, MMP-13 inhibitor -7, Her2 expr inh 106 and Abs 340nm 1.
C=CCn1c(SCC(=C)C)nc2c1c(=O)[nH]c(=O)n2C was read as 5HT1E antag 10, S1P3 ag -0.7, Fluor 339 460 0.91, 5HT1a antag -1, HTR1E agonist 0.4, S1P1 ag-PAM -26, MMP-13 inhibitor -2, Her2 expr inh 107 and Abs 340nm 1.
`CN(C)CCOC(=O)C1(c2ccccc2)CCOCC1` gave 5HT1E antag 3, S1P3 ag 0.2, Fluor 339 460 1.1, 5HT1a antag -2, HTR1E agonist 0.7, S1P1 ag-PAM -4, MMP-13 inhibitor 3, Her2 expr inh 57 and Abs 340nm 1.
`O=C(NCC(c1cccnc1)N1CCOCC1)c1ccco1` (configuration not stated) gave 5HT1E antag -3, Fluor 339 460 1, 5HT1a antag -2, HTR1E agonist 0.0, MMP-13 inhibitor 4, Her2 expr inh 67 and Abs 340nm 1.

Rows are unselected, and some 8.5% of all compounds hit somewhere here.
